Scp-1 inhibitor: blocks human Scp-1 phosphatase activity; inhibition, % at 20 µM; AID 493091; actives 0.88% (n = 340,000); Q9GZU7; Recombinant Scp1, phosphopeptide, malachite green phosphate absorbance;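 active means inhibition above about 50% at 20 µM, limit read from the data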;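 further: plate controls were DMSO wells with enzyme for no effect and wells lacking enzyme for full effect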
Target sequence (Q9GZU7 76-261 limits assumed): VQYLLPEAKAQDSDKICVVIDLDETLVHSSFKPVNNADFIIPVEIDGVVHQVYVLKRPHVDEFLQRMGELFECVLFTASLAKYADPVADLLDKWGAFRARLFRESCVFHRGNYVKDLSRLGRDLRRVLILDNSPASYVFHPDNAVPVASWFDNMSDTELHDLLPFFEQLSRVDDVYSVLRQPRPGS
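Assay system: SCP-1 catalytic fragment, aa 76-261 | Buffer or medium: Tris acetate buffer pH 5.5 with MgCl2 and Tween-20 | Compound: One concentration, 20 µM, with 1.0% DMSO | Also added: Phospho 17-mer peptide substrate | Signal: Absorbance at 630 nm | Incubation: 45 min enzyme reaction at room temperature | Measure: % inhibition of SCP-1 phosphate liberation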
DNMT1 block: blocks human DNA methyltransferase DNMT1; P26358; DNMT1 molecular beacon, Hinp1I cleavage, fluorescence; inhibition (reported as % activation of signal), % at 10 µM; actives 0.83% (n = 360,000); in the data active means inhibition above about 50%
LMPTP block: blocks human LMPTP phosphatase; inhibition, % at 20 µM; recombinant LMPTP-A, OMFP fluorogenic substrate, fluorescence intensity; P24666; actives 0.22% (n = 360,000);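 active means compounds that cut the enzyme signal by at least half of the control window in the single-dose screen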;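 further: plate controls were DMSO wells with enzyme plus substrate for no effect and substrate without enzyme for full effect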
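Buffer or medium: Bis-Tris pH 6.0, DTT, detergent; Assay system: LMPTP-A enzyme; Quantity: 0.625 nM enzyme; Detection: endpoint fluorescence intensity; Times: 50 min dark incubation at room temperature; Controls: substrate-only low control, DMSO enzyme-plus-substrate high control; Doses: single 20 µM dose; Read-out: percent inhibition versus substrate-only and uninhibited controls; Reagent: 400 µM OMFP.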
STEP inh: STEP (human) phosphatase inhibition; P54829; actives 0.25% (n = 360,000); AID 588621; recombinant STEP, OMFP fluorogenic substrate, fluorescence; inhibition, % at 20 µM;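 active means inhibition at 20 µM, scaled per plate between control wells, above about 37%, limit read from the data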;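 further: 0% = DMSO with enzyme and substrate and 100% = substrate only without enzyme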
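Test system: STEP tyrosine phosphatase / Reagent: OMFP at 25 µM / Doses: 20 µM, 1% DMSO / Read-out: percent inhibition scaled to no-enzyme and uninhibited-enzyme controls, plate-pattern corrected / Detection: FITC-channel fluorescence of OMFP product / Medium: Bis-Tris buffer pH 6.0, 2.5 mM DTT, 0.005% Tween 20 / Schedule: 20 min at room temperature, dark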
Neddyl block: blocks human cullin neddylation | P61081+Q13564 | calls only at 25 µM | actives 0.58% (n = 360,000) | TR-FRET cullin neddylation, biochemical; in the data active means inhibition above about 36%
Target sequence (P61081 whole entry, looked up): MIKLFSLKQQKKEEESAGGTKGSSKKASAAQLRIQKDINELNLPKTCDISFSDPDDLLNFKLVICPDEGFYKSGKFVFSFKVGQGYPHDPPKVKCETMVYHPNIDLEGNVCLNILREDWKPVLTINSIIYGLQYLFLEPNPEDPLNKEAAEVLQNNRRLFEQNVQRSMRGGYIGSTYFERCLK
Target sequence (Q13564 whole entry, looked up): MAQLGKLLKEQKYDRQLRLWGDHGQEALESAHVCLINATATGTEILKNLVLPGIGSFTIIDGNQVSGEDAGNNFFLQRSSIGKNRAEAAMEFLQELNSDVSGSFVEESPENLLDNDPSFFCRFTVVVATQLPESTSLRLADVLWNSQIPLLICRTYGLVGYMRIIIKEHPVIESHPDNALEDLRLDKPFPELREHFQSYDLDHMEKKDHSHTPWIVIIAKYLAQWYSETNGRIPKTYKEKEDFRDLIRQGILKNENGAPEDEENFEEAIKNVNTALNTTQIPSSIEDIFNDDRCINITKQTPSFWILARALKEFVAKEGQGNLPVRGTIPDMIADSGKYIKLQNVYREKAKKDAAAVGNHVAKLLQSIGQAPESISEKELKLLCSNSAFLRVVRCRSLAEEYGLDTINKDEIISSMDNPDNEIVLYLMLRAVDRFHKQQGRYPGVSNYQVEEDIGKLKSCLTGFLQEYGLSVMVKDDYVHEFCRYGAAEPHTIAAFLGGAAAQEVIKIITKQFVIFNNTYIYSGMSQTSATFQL
SUMO1 PPI mod: SUMO1-SIM interaction modulation | P63165 | SUMO1 binding to a labelled peptide, TR-FRET, 1 h | inhibition, % at 20 µM | actives 0.33% (n = 360,000); in the data active means inhibition above about 37%
Target sequence (P63165 whole entry, looked up): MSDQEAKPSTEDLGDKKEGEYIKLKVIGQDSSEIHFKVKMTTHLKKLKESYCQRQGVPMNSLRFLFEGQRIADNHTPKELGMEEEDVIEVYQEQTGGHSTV
NadD inh: NadD (S. aureus) enzyme inhibition. purified NadD enzyme, colorimetric absorbance read-out. inhibition, % at 20 µM. actives 0.78% (n = 360,000); in the data active means inhibition above about 26%; further: some compounds past the cut are filed as inactive
TbMetRS inhib: Trypanosoma brucei MetRS inhibition | purified T. brucei MetRS, ATP depletion, Kinase-Glo luminescence | inhibition, % at 11.9 µM | actives 0.4% (n = 360,000);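 active means inhibition above a per-plate cutoff of the control wells' mean inhibition plus 3 SD, cut at about 5.5% in these data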;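 further: 0% = DMSO wells median and 100% = median of wells with control inhibitor compound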
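Test system: purified T. brucei MetRS enzyme. Also added: ATP, methionine and E. coli bulk tRNA substrates. Compound: 11.9 µM single point. Schedule: 15 min enzyme-compound preincubation, 2 h reaction, 10 min detection, 25 °C. Signal: luciferase luminescence of residual ATP, Kinase-Glo. Evaluation: percent inhibition versus plate control medians. Controls: DMSO wells, low control.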
NRP1-CendR mod: alters CendR peptide binding to human NRP-1; actives 0.85% (n = 360,000); inhibition, % at 25 µM; AID 602438; FAM-RPARPAR peptide binding to NRP-1, fluorescence polarization; O14786;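 active means inhibition or corrected inhibition above about 18%, plus a signal ratio from 0.5 to 1.5, limit read from the data, passing the limit was not always enough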; further: strong numbers were not always called active
SKN-1 inh: C. elegans SKN-1 inhibition; actives 0.49% (n = 360,000); inhibition, % at 21.8 µM; C. elegans VP596 Pgst-4::GFP/RFP ratio, acrylamide-induced, 24 h;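 active means interference check ratio from 0.5 to 1.5 plus GFP to RFP signal ratio inhibition reaching or exceeding a fixed threshold, cut at about 30% in these data, passing the limit was not always enough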; further: some compounds called inactive have numbers as strong as hits
* hit, by the source's call; i = inactive; · = not tested or not shown; + = active, no number.

SMILES	Scp-1 inhibitor	DNMT1 block	LMPTP block	STEP inh	Neddyl block	SUMO1 PPI mod	NadD inh	TbMetRS inhib	NRP1-CendR mod	SKN-1 inh
COc1ccc(OCCC(=O)Nc2nccs2)cc1	-1.4	5.3	-1.6	-0.5	i	-0.2	-0.9	-0.1	12.1	-5.8
COc1cccc(-c2cc(C(=O)NCCN3CCOCC3)no2)c1	-7.8	2.0	-2.0	-6.7	i	2.3	-6.3	-0.2	6.9	-21.6
Cc1ccc(NC(=S)Nc2cccc3cnccc23)cc1	-11.8	-13.2	3.4	0.2	i	-4.1	8.2	0.2	5.2	6.5
O=C(OCC(=O)N1CCCC1)c1c(Cl)cccc1Cl	-3.0	3.6	-1.0	0.1	i	9.8	-8.9	-0.3	4.7	13.9
COCCCNC(=S)N1CCN(c2nc(C)nc3sc4c(c23)CCCC4)CC1	0.4	14.5	1.4	-0.1	i	4.2	-0.6	-0.3	15.7	-5.5
CCNC(=O)C1(C)CCCN(C(=O)c2csc3ccccc23)C1 (stereo unspecified)	·	0.8	0.5	-2.6	i	1.1	0.8	0.1	-7.6	-14.1
Cc1c(C(=O)Nc2ccc(F)cc2)oc2ccc(S(=O)(=O)N3CC(C)CC(C)C3)cc12 (stereo unspecified)	-8.0	14.4	2.1	1.0	·	0.5	7.7	-1.2	-5.7	4.6
C=CCNC(=O)c1c(O)c2cccc3c2n(c1=O)CCC3	-6.5	-3.0	2.2	1.6	i	6.5	-9.6	-1.2	12.2	27.4
CCc1ccc(NS(=O)(=O)c2ccc(OC)c3ncccc23)cc1	-1.7	1.2	0.2	-3.5	i	-1.8	-1.0	-0.7	-1.6	4.8
COc1ccc(-c2coc3c(C(=O)NCc4ccc(C(F)(F)F)cc4)cccc23)c(C)c1	·	-6.3	4.7	3.1	i	-1.5	-4.6	-1.0	6.0	10.5
COc1ccc(OC)c(Nc2nc(-c3cccs3)cs2)c1	-17.7	-29.8	5.2	0.7	i	-8.4	-1.1	-0.1	5.0	8.6
COc1ccc(CNC(=O)CSc2nnnn2Cc2ccccc2)cc1	-6.1	1.0	0.4	2.0	i	-0.6	-8.6	-0.2	-14.0	-11.3
COC(=O)CCCC1=CC2=C(c3ccccc3)C(=O)C(C)(OC(=O)C3CCCC3)C(=O)C2=CN1Cc1ccc2c(c1)OCO2 (stereo unspecified)	3.5	-11.3	0.8	0.8	i	-13.0	5.9	-0.2	-10.3	-7.1
O=C(Nc1ccccc1)c1ccccc1OCc1cccc([N+](=O)[O-])c1	-9.2	3.5	1.7	-1.0	i	-16.9	-2.6	-0.4	3.9	10.3
O=C(O)CCC(=O)N1CCN(c2nc3ccccc3s2)CC1	-2.2	1.0	-0.9	-0.4	i	2.0	4.7	-0.2	-6.2	5.2
COc1cccc(C(C(=O)NCc2ccccc2)N2CCN(c3ccccc3F)CC2)c1OC (stereo unspecified)	·	·	0.3	·	i	1.9	·	-0.4	6.5	1.9
CCOC(=O)c1c(-c2ccccc2)csc1NC(=O)CCN1C(=O)c2ccccc2C1=O	-8.2	-3.3	-0.8	-0.6	i	-5.4	-9.2	-0.3	-5.1	6.1
COc1cc(/C=C/C(=O)N2CCOCC2)ccc1OCc1ccccc1	-7.8	-1.5	-1.3	1.5	i	-8.6	-1.7	-0.1	-7.6	1.3
O=S(=O)(c1ccc2c(c1)C(O)c1ccccc1CC2)C(F)(F)F (stereo unspecified)	3.5	3.6	1.6	-4.9	i	-5.3	-7.8	-0.3	12.4	9.3
Cc1cc2oc3ccc(NCCCn4ccnc4)cc3c(=O)c2cc1C	-3.6	56.4*	1.3	1.1	i	18.8	27.9	-0.4	-133.4	4.7
CC(OC(=O)c1ccc(S(=O)(=O)N2CCOCC2)cc1)c1ccccc1 (stereo unspecified)	-9.0	2.3	-0.6	1.9	i	1.5	-6.2	-0.5	-0.5	-6.7
O=C(Nc1ccccc1)c1ccco1	-1.2	2.0	-1.8	0.8	i	4.0	1.2	-0.8	3.5	-0.2
CN(CC(=O)Nc1cccc(F)c1)C(=O)CN1C(=O)NC2(CCCCC2)C1=O	1.3	6.1	-1.0	-2.9	i	0.5	2.0	-0.5	7.3	0.6
O=C(CCCN1C(=O)/C(=C/c2ccco2)SC1=S)Nc1ccccc1	-7.3	-33.3	2.9	1.1	i	-5.7	0.8	-0.5	-46.9	5.8
COc1ccc([N+](=O)[O-])cc1NC(=O)CC(C)c1ccccc1 (stereo unspecified)	-9.7	-1.9	0.0	-3.0	i	-3.5	-5.2	-0.2	0.1	-1.2
Cc1ccc(S(=O)(=O)N2CCOCC2)cc1C(=O)Nc1c(C)n(C)n(-c2ccccc2)c1=O	-2.5	5.4	0.0	-1.9	i	-1.6	4.0	-0.3	10.8	-6.7
N#Cc1c(/N=C/c2cc(Br)cs2)sc2c1CCC2	0.6	-3.2	1.5	1.0	i	2.0	6.4	0.1	-2.0	9.9
O=C(Nc1ccsc1C(=O)O)c1ccc(Cl)cc1	-21.8	-0.2	0.6	-0.3	i	18.0	-7.1	0.1	-3.0	-4.5
COCCn1c(CN2CCN(c3ccc(OC)cc3)CC2)nc2c1c(=O)n(C)c(=O)n2C	-4.6	-0.3	-1.1	-2.7	i	2.6	4.0	0.2	1.6	8.2
N#Cc1c(NC(=O)CCC(=O)O)sc2c1CCCC2	2.6	-0.3	-1.9	1.8	i	4.0	0.8	-2.1	0.2	-0.5
CCCC(=O)NC(Nc1cc(C(F)(F)F)ccc1Cl)C(Cl)(Cl)Cl (stereo unspecified)	-16.0	-1.1	2.5	0.6	i	1.6	-4.4	0.3	6.0	1.2
CC1CN(C(=O)Cn2cnc3c2c(=O)n(C)c(=O)n3C)CC(C)O1 (stereo unspecified)	-6.2	12.2	0.1	-1.4	i	2.6	-1.9	0.4	-3.3	19.3
COc1ccc(C(=O)O/N=C(\N)c2ccccn2)c(OC)c1	-3.8	2.4	-0.2	1.4	i	2.1	-3.0	-0.2	6.5	-1.3
c1ccc(CNc2nc(-c3cccs3)nc3ccccc23)cc1	-1.3	-16.7	20.1	-1.1	i	-2.7	2.1	0.1	-4.3	30.8
C=C1C(=O)C2=CC1CCC(=O)C1(C)CCC(OC(C)=O)C(C)(C)C1CC2O (stereo unspecified)	-4.7	0.8	-0.9	-3.3	i	5.8	-1.7	-0.3	5.9	16.1
CCCN(CCC)CCNC(=O)c1cc2c(=O)n(C)c3ccccc3c2n1C	90.2*	3.2	2.0	1.1	+	5.2	5.8	-0.2	-12.6	-11.0
O=C1CC(C(=O)N2CCc3ccccc32)CN1c1cccc(C(F)(F)F)c1 (stereo unspecified)	-6.1	3.7	-0.2	1.4	i	2.2	-3.3	-0.2	13.4	4.7
COc1ccccc1N1CCN(C(=O)c2sc3ncnc(N4CCN(c5ccccn5)CC4)c3c2C)CC1	-14.8	-0.8	1.6	4.4	i	4.9	3.6	0.1	14.4	-2.9
COc1ccc(CSc2nnnn2-c2ccc(O)cc2)cc1F	-5.8	-3.2	0.9	0.9	i	8.5	-7.2	0.7	9.0	6.4
COc1ccc(-c2cc(C(F)(F)F)nc(SCC(=O)N(C)Cc3cn(C)nc3C)n2)cc1OC	-9.3	3.1	0.0	1.4	·	-1.9	0.2	-0.1	4.6	-9.8

Arranged by the number under DNMT1 block (low to high): 3 of the compounds above.
SMILES	Scp-1 inhibitor	DNMT1 block	LMPTP block	STEP inh	Neddyl block	SUMO1 PPI mod	NadD inh	TbMetRS inhib	NRP1-CendR mod	SKN-1 inh
O=C(CCCN1C(=O)/C(=C/c2ccco2)SC1=S)Nc1ccccc1	-7.3	-33.3	2.9	1.1	i	-5.7	0.8	-0.5	-46.9	5.8
COc1ccccc1N1CCN(C(=O)c2sc3ncnc(N4CCN(c5ccccn5)CC4)c3c2C)CC1	-14.8	-0.8	1.6	4.4	i	4.9	3.6	0.1	14.4	-2.9
Cc1ccc(S(=O)(=O)N2CCOCC2)cc1C(=O)Nc1c(C)n(C)n(-c2ccccc2)c1=O	-2.5	5.4	0.0	-1.9	i	-1.6	4.0	-0.3	10.8	-6.7

(next part)
SMILES	Scp-1 inhibitor	DNMT1 block	LMPTP block	STEP inh	Neddyl block	SUMO1 PPI mod	NadD inh	TbMetRS inhib	NRP1-CendR mod	SKN-1 inh
CC(=O)c1c(C)[nH]c(C(=O)OCC(=O)N2CCN(S(=O)(=O)c3ccc(C)cc3C)CC2)c1C	-4.7	-2.0	0.0	0.7	i	-0.1	-1.7	-0.4	0.5	9.2
CC(=O)OC(C(=O)NCc1ccc2c(c1)OCO2)c1ccccc1Cl (stereo unspecified)	-7.4	1.3	-0.7	-0.1	i	3.1	7.0	-0.7	-2.2	1.7
Cc1ccccc1N1C(=O)c2cccc3c(N(C)CCO)ccc(c23)C1=O	3.1	7.8	3.3	-17.8	i	-54.9	-6.6	-0.4	126.0	4.7
CN(C)CCN(C(=O)C1CCCCC1)c1nc2cc3c(cc2s1)OCCO3	·	16.7	-1.6	3.0	i	0.7	-8.7	-0.3	6.2	0.4
Cc1ccc(S(=O)(=O)N(C)C[C@H]2OCc3cnnn3CCCC(=O)N([C@@H](C)CO)C[C@H]2C)cc1	·	-1.4	-2.0	0.1	i	0.0	0.0	-0.3	-9.8	-8.1
CSc1nsc(SCC(=O)Nc2nncs2)n1	-4.2	1.6	-3.5	2.3	i	3.4	-7.7	0.0	-2.7	0.9
Cc1ccc(S(=O)(=O)Nc2ccccc2C(=O)N2CCOCC2)cc1	-5.0	2.1	0.4	-0.6	i	-3.0	1.2	-0.3	-2.5	4.3
CCOC(=O)c1c(N)sc(=S)c2c1CCC2	3.5	21.3	6.8	0.2	i	23.7	7.9	-0.1	18.9	18.7
CCOc1ccc2[nH]c(=O)c(CN(Cc3nnnn3CCc3ccccc3)CC3CCCO3)cc2c1 (stereo unspecified)	-4.6	-5.7	-1.3	3.2	+	-6.2	0.3	-1.3	-12.2	0.6
Fc1cccc(Cl)c1Cn1nnc(-c2ccc(N3CCOCC3)cc2)n1	-7.8	-7.7	0.4	2.9	i	1.0	1.1	-0.2	14.7	1.2
COc1ccc(N/C(=N\c2nc(C)cc(C)n2)NC(=O)C(C)C)cc1OC	-9.7	-2.3	-0.6	3.0	i	3.4	-3.0	-0.1	2.6	-8.0
CC1CCN(S(=O)(=O)c2ccc(Br)s2)CC1	-2.7	7.0	0.9	-0.7	i	7.2	-6.1	-0.1	-13.5	4.1
CC(C)(C)OC(=O)C[C@@H]1C/C=C\C[C@H](CC(=O)N(CCO)Cc2ccccc2)C(=O)NC[C@H](c2ccccc2)OC1=O	-1.9	-0.1	2.1	1.6	i	2.3	-7.8	0.4	16.1	7.2
CCC(C(=O)NCCC1=CCCCC1)n1nc(C)c2c(C)n(-c3ccccc3)nc2c1=O (stereo unspecified)	-1.7	-0.7	-1.1	1.0	i	-2.7	5.9	-0.6	2.1	9.0

Screening data as filed in PubChem BioAssay.
